MEKK2 mut-MEK5: signal of MEK5 binding to mutant human MEKK2 PB1 domain. AID 1530. bead flow cytometry, Alexa488-MEK5 binding to MEKK2 mutant. percent response, % at 10 µM. actives 0.35% (n = 290,000); in the data active = percent response above about 24%, passing the limit was not always enough; also: inactives centre near 1; some results filed as inactive read as strong as hits
FID counter: fluorescent intercalator displacement, NS3 helicase counter-screen | DNA fluorescent intercalator displacement, fluorescence | inhibition, % at 7.9 µM | actives 0.17% (n = 290,000); in the data active = inhibition above about 37%;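 also: 0% = vehicle and 100% = reference compound; higher means more ethidium bromide displaced from hairpin DNA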
VIM-2 inh: blocks Pseudomonas aeruginosa VIM-2 metallo-beta-lactamase; purified VIM-2, nitrocefin hydrolysis, epi-absorbance fluorescence; inhibition, % at 5.6 µM; actives 0.89% (n = 290,000); AID 1527;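 active = inhibition above the mean of all tested compounds plus 3 SD, cutoff set per screening run, cut at about 7.5% in these data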;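 also: red hydrolysis product quenches plate fluorescence so inhibitors raise well fluorescence; 0% = enzyme with DMSO and 100% = DMSO without enzyme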
IMP-1 inhibitor: inhibitors of Pseudomonas aeruginosa IMP-1 metallo-beta-lactamase; purified IMP-1, nitrocefin hydrolysis, epi-absorbance fluorescence; inhibition, % at 5.6 µM; actives 0.45% (n = 290,000); AID 1556;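 active = inhibition above the mean plus 3 SD of all compounds in the same screening run, cut at about 4.5% in these data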;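 also: 0% = IMP-1 with DMSO and 100% = DMSO wells lacking enzyme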
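Material – recombinant IMP-1 enzyme, purified · Amount – IMP-1 0.2 nM before substrate addition · Medium – HEPES buffer pH 7.1 with ZnSO4 and Brij 35 · Timing – 25 °C, 15 min preincubation, 25 min reaction · Measured by – plate fluorescence quenching by hydrolysis product, ex 480/em 530 nm · Read-out – percent enzyme inhibition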
SUMO HTRF inh: inhibitors of human SUMOylation (UBC9); HTRF SUMOylation assay, SAE1/SAE2 + UBC9, in vitro; inhibition, % at 35 µM; AID 2006; P63279; actives 0.36% (n = 290,000); in the data active = inhibition above about 50%, passing the limit was not always enough; also: strong numbers were not always called active
Target sequence (P63279 whole entry, looked up): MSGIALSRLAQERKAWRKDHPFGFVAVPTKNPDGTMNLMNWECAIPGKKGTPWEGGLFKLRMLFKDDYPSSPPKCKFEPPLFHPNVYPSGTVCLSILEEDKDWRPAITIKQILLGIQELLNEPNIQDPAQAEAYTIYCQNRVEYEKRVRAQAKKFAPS
NS3 helicase inh: blocks Hepatitis C virus NS3 helicase unwinding; NS3 helicase DNA unwinding, Cy5 molecular beacon fluorescence; inhibition, % at 10.9 µM; actives 0.56% (n = 290,000);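 active = inhibition above the mean of all tested compounds plus 3 SD, set per campaign, cut at about 35% in these data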;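 also: 0% = DMSO wells and 100% = thioflavine S control wells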
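Control set: DMSO versus 110 µM thioflavine S; Material: NS3 helicase fragment of HCV; Measured by: Cy5 fluorescence at 0 and 60 min, beacon hairpin quenching; Read-out basis: percent inhibition from t60/t0 fluorescence ratio; Times: reaction time 60 min, 25 °C; Repeats: single replicate; Compound dosing: single dose, 10.9 µM nominal final, DMSO 0.8% final.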
NALP1 inh: inhibitors of NALP1 inflammasome in yeast; S. cerevisiae NALP1/ASC/caspase-1 growth, X-gal OD620, 72 h; inhibition, % at 10 µM; actives 0.61% (n = 280,000); in the data active = inhibition mostly above about 24%, no sharp cut-off; inactive = mostly below about 32%; also: some compounds called inactive have numbers as strong as hits
MEKK2wt PB1 HTS: raises or lowers MEK5 binding to wildtype human MEKK2 PB1 domain; Q9Y2U5; binding response (% of control), % at 10 µM; bead flow cytometry, Alexa488-MEK5 binding to MEKK2 WT; actives lie on both sides; AID 1531; actives 1.1% (n = 290,000); in the data active = binding response below about 67% or above about 130%
M18AAP inhibitor: PfM18AAP enzyme inhibition; recombinant PfM18AAP, H-Glu-NHMec fluorogenic cleavage; inhibition, % at 7.35 µM; actives 1.2% (n = 290,000);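 active = inhibition above the campaign mean inhibition over all tested compounds plus 3 SD, cut at about 28% in these data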;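 also: 0% = plate median of test compound wells and 100% = 2 mM ZnCl2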
* = called active by the depositor; . = not tested or not shown; & = joins results of further samples.

Each structure is followed by: MEKK2 mut-MEK5	FID counter	VIM-2 inh	IMP-1 inhibitor	SUMO HTRF inh	NS3 helicase inh	NALP1 inh	MEKK2wt PB1 HTS	M18AAP inhibitor
CCN(Cc1ccccc1)C(=O)COc1ccccc1
 : 3	-10	-0.1	-1.8	12	0	9	103	0
O=C(CSc1ccc2nnc(-c3ccccn3)n2n1)NCc1ccco1
 : 5	-9	-1.2	-5.8	27	3	-5	96	12
O=C(N/N=C/c1ccncc1)c1ccccc1[N+](=O)[O-]
 : 6	0	-2.7	-2.9	19	4	2	105	6
CCC(c1nnnn1Cc1ccco1)N(CCc1ccccc1)Cc1cc2cc(C)ccc2[nH]c1=O (centres undefined)
 : -7	.	.	.	26	.	-2	92	.
O=C(/C=C/C=C/c1ccccc1)CC1(O)C(=O)N(CCc2ccccc2)c2ccccc21 (centres undefined)
 : .	-25	-3.3	-2.9	4	-16	20	.	4
O=[N+]([O-])c1ccc(CN2CCSCC2)cc1
 : -5	7	0.8	0.1	11	-3	-4	96	-6
CCOCCCNC(=O)c1cn(C)c2ccc(S(=O)(=O)N(C)C3CCCCC3)cc2c1=O
 : .	-12	-4.2	0.6	5	-3	0	.	0
N#Cc1cnn2c1nc(N1CCCCC1)c1ccccc12
 : 1	-2	-4.8	-2.6	-34	1	13	101	-2
OCC1(Cc2ccccc2)CCN(C2CCN(c3ccccc3F)CC2)CC1
 : 11	10	-2.2	-3.2	3	-7	10	118	4
Cn1cnc(S(=O)(=O)Nc2ccc3c(c2)OCCO3)c1
 : 2	-2	-4.5	-4.8	-1	2	.	101	1
Cc1ccc(C)c(-c2nc3cc(N)ccc3o2)c1
 : 2	-9	-4.4	-2.7	36	0	21	97	1
COc1ccc(/C=N/NC(=O)COc2ccccc2-c2ccccc2)cc1
 : 11	-12	-1.3	-1.7	6	-5	30	108	1
COCCNC(=O)C(C)N(c1ccc(OC)cc1)S(C)(=O)=O (centres undefined)
 : 4	0	-1.1	-2.8	-4	4	-4	120	-4
CCC(=O)NCCc1nc2cc(NC(=O)c3ccco3)ccc2n1C
 : 3	-5	-3.1	-1.6	18	8	-2	101	9
CCn1c(SCC(=O)Nc2ccc3c(c2)OCO3)nnc1C(C)C
 : -6	-6	-1.3	-3.2	8	-6	16	98	2
O=C(NCCc1cccc(F)c1)C1CCC(=O)N(CCCc2ccccc2)C1 (centres undefined)
 : 6	-47	-0.8	-2.4	1	1	-1	110	0
Cc1nnsc1NC(=O)OCC(C)(C)C
 : 2	-3	-3.1	-2.7	15	1	-8	104	4
CCN(CC)C(=O)CSc1ncnc2sc(C)c(C)c12
 : 14	-18	3.1	-1.7	16	15	-6	114	3
CSc1nc(C)cc(Oc2ccccc2)n1
 : 2	-5	-0.2	-1.3	7	9	4	101	-1
CC(=O)Nc1nc2ccc(Br)cc2s1
 : .	3	-3.3	-2.1	-2	2	29*	.	1
CC(Nc1nc(Nc2ccc(F)cc2)nc(SCC(N)=O)n1)c1ccccc1 (centres undefined)
 : 4	-26	-1.4	-1.4	-17	-10	-6	111	6
CC(=O)Oc1ccc(N2C(=O)CC(N3CCOCC3)C2=O)cc1 (centres undefined)
 : 5	4	-2.4	-1.1	12	1	-8	103	5
O=C(CCl)N(Cc1cccc([N+](=O)[O-])c1)c1cccc(Cl)c1
 : 5	3	-0.6	-0.8	10	8	-24	103	0
CCN(CC)S(=O)(=O)c1cccc(C(=O)NC(Cc2c[nH]c3ccccc23)c2nnc3n2CCC3)c1 (centres undefined)
 : -2	-31	-1.6	-1.7	-9	-1	28	96	-11
CC(C)C(=O)NNc1nc2ccccc2s1
 : 3	-4	-2.1	-2.9	14	2	38	105	11
Cc1ccc(S(=O)(=O)N2CCC(C(=O)N3CCC[C@H]3C(=O)NCC(C)C)CC2)cc1
 : 0	-31	-0.2	-0.9	.	-1	21	104	-5
Cn1cccc1-c1nc2ccccc2n1Cc1ccccc1
 : 2	-9	-1.9	-4.4	-2	0	-8	109	9
O=S(=O)(NCC1CCCO1)c1ccc(S(=O)(=O)N(Cc2ccc(F)cc2)Cc2ccccn2)cc1 (centres undefined)
 : 5	-1	-4.3	-1.5	2	-12	30	106	-1
Cc1ccc(-c2nnc3ccc(SCC(=O)N4CCCc5ccccc54)nn23)cc1
 : 0	-8	0.4	-2.5	5	7	6	104	-5
O=C(C1CCN(S(=O)(=O)N2CCOCC2)CC1)N1CCN(c2ccc(F)cc2)CC1
 : -4	-23	-1.3	-1.6	-4	4	3	95	-4
O=C(C[n+]1ccccc1)Nc1ccc(Cl)c([N+](=O)[O-])c1
 : 7	11	4.5	-2.9	5	-1	9	104	8
O=C(NCCc1ccccc1)c1cc(-c2ccco2)on1
 : 3	-10	-0.9	-0.7	38	4	-59	99	0
Cn1ccc(C(=O)OCC(=O)Nc2ccccc2)n1
 : 5	-8	-3.8	-3.2	6	-10	1	100	3
Cc1ccc(-c2noc(CN(C(=O)CCCCCN3C(=O)c4ccccc4C3=O)C(C)C)n2)cc1
 : .	-34	-3.5	-3.0	-13	-13	5	.	-8
CCOc1cc(-c2cc(N)n[nH]2)cc(OCC)c1OCC
 : .	-8	-0.4	-2.8	-12	4	-3	.	1
COc1ccccc1NC(=O)/C=C\C(=O)O
 : -2	7	-4.0	-2.9	-2	-2	-1	98	2
COc1c(C(C)C)oc2cc3oc(=O)ccc3cc12
 : -6	-17	-1.1	-2.0	11	4	-1	97	-4
CC(C)=CCC(C)(C)C1OCCN1C(=O)Nc1ccccc1 (centres undefined)
 : -7	-3	-0.7	-5.0	4	-1	-18	90	-1
CCCCNC(=O)C1CCC(CNc2c(N3CCC(C)CC3)c(=O)c2=O)CC1 (centres undefined)
 : -18	-31	-3.6	-3.3	8	-1	.	94	-1
COc1ccc(C(C[N+](=O)[O-])c2c(-c3ccccc3)cc3ccccn23)c(OC)c1 (centres undefined)
 : 2	-13	-0.6	-1.8	12	-1	0	102	18
Brc1ccc2[nH]c3nc(SCCN4CCOCC4)nnc3c2c1
 : 2	4&0	-0.9&-1.8	-4.9&-4.4	11	8&7	-12	99	-2&1
NS(=O)(=O)c1ccc(CCNC(=O)C(=O)NCC2OCCN2C(=O)c2ccc3c(c2)OCO3)cc1 (centres undefined)
 : 6	-7	-2.2	-2.7	6	-14	4	102	0
COC(=O)c1cccc(NC(=O)CSc2nnc(C)n2Cc2ccccc2)c1
 : -4	-25	-0.4	-1.0	8	-16	23	95	4
CN/N=C(\Cc1nc2ccccc2[nH]1)c1ccc([N+](=O)[O-])cc1
 : 1	2	-2.3	-3.5	-1	-7	-8	98	1
CC(C)N(Cc1nccn1C)C(=O)CC1C(=O)NCCN1Cc1ccc(F)c(F)c1 (centres undefined)
 : 11	-4	-5.0	-4.5	8	6	9	110	14

Sorted by formula weight (highest first): part of the list above
Each structure is followed by: MEKK2 mut-MEK5	FID counter	VIM-2 inh	IMP-1 inhibitor	SUMO HTRF inh	NS3 helicase inh	NALP1 inh	MEKK2wt PB1 HTS	M18AAP inhibitor
CCN(CC)S(=O)(=O)c1cccc(C(=O)NC(Cc2c[nH]c3ccccc23)c2nnc3n2CCC3)c1 (centres undefined)
 : -2	-31	-1.6	-1.7	-9	-1	28	96	-11
O=C(/C=C/C=C/c1ccccc1)CC1(O)C(=O)N(CCc2ccccc2)c2ccccc21 (centres undefined)
 : .	-25	-3.3	-2.9	4	-16	20	.	4
O=[N+]([O-])c1ccc(CN2CCSCC2)cc1
 : -5	7	0.8	0.1	11	-3	-4	96	-6
COc1ccccc1NC(=O)/C=C\C(=O)O
 : -2	7	-4.0	-2.9	-2	-2	-1	98	2

(next part)
Each structure is followed by: MEKK2 mut-MEK5	FID counter	VIM-2 inh	IMP-1 inhibitor	SUMO HTRF inh	NS3 helicase inh	NALP1 inh	MEKK2wt PB1 HTS	M18AAP inhibitor
COc1ccc(OC)c(CNC(=O)CCSCc2ccc(F)cc2Cl)c1
 : -1	-36	0.1	-2.1	-16	-17	20	99	3
CC/C(=N\NC(=O)Nc1nonc1N)c1ccc(OC)c(OC)c1
 : 20	-2	-2.3	-2.4	-2	-2	-3	112	9
O=C(Nc1ccc(Br)cc1)c1cccn1-c1ncc(C(F)(F)F)cc1Cl
 : 3	-4	-1.7	-1.9	-35	-15	0	100	5
COc1ccc(NC(=O)CCC(=O)OCC(=O)c2ccc(Oc3ccc([N+](=O)[O-])cc3)cc2)cc1
 : 1	2	-1.6	-1.9	-1	-2	25	105	0
Cc1nn(C)cc1S(=O)(=O)N1CCN(Cc2ccccc2Cl)CC1
 : -20	-13	1.0	-0.3	14	-2	12	72	-5
C/C(=N\NC(=O)c1cc(C)nc2ccccc12)c1cccc(Cl)c1
 : 3	-23	0.7	-2.2	-4	1	3	106	5
CCC1(C)N(O)C(C)(C)C(c2ccc(F)cc2)=[N+]1[O-] (centres undefined)
 : 4	1	3.6	-4.8	15	-13	-30	103	29*
C=CCOc1ccc(/C(O)=C2/C(=O)C(=O)N(CCCn3ccnc3)C2c2ccco2)cc1 (centres undefined)
 : 1	-11	-1.6	-1.7	-2	-2	16	105	3
CCCNCc1nnc(-c2ccccc2Cl)o1
 : -2	-2	-2.3	-1.9	13	-4	24	96	-2
O=S(=O)(Cc1cc(Sc2ccccc2)nc(-c2ccccc2)n1)c1ccccc1
 : 0	-5	-3.8	-4.8	-39	13	50	105	-14
CCN(CC)S(=O)(=O)c1ccc(NS(=O)(=O)c2ccc(O)c([N+](=O)[O-])c2)cc1
 : 0	-9	-1.2	-0.7	8	11	.	109	-9
COC(=O)c1sc(NC(=O)c2c(C)noc2C)nc1C
 : 6	-6	-2.8	-2.2	-4	11	10	101	-7

Source: PubChem BioAssay (several laboratories)
